# Screening data (PubChem)
# HDAC3 inhib: HDAC3 deacetylase inhibitors, primary screen, biochemical, fluorescence, cell-free homogeneous; recombinant HDAC3, fluorogenic peptide/trypsin coupled; Histone deacetylase 3 (Homo sapiens), O15379; actives 0.15% (n = 320,000); inhibition, % at 8.3 µM; in the data active = inhibition above about 26%, passing the limit was not always enough; inconclusive = no clear call, values can overlap the other calls
# Target sequence (O15379 whole entry, looked up): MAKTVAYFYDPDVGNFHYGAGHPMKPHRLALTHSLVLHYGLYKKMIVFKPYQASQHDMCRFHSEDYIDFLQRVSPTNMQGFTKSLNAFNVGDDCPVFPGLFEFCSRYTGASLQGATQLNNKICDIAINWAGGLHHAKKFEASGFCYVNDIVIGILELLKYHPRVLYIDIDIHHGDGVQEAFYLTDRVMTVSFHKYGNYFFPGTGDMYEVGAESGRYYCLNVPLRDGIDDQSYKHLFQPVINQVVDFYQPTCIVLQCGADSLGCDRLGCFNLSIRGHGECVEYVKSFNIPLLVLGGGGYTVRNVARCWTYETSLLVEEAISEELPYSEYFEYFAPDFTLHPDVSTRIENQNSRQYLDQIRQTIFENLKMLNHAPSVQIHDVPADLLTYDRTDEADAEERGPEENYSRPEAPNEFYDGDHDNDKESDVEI
# RGS4 block: RGS4 inhibitors, primary screen, cell-based, HEK293 M3R inducible RGS4, calcium flux. Regulator of G-protein signaling 4 (Homo sapiens), P49798. actives 0.45% (n = 310,000). B-score at 10 µM. Fluo-4 calcium flux; stronger effect = higher value; triggered by carbachol at its EC20. AID 463165, 2010;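 active = B-score, a plate-corrected calcium signal, over three deviations above library mean, with baseline fluorescence within five deviations of library mean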;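 note: RGS4 expression induced by doxycycline in cells with stable M3 receptor; B-score is computed from the integrated fluorescence ratio over baseline after carbachol; higher B-score means a larger calcium signal and so more RGS4 inhibition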
# KCNQ1 act: potentiators or activators of KCNQ1 channel, primary screen, cell-based, thallium flux, high-throughput. Potassium voltage-gated channel subfamily KQT member 1 (Homo sapiens), P51787. CHO-K1 KCNQ1, thallium flux FluxOR fluorescence; stronger effect = higher value. B-score at 10 µM. actives 0.35% (n = 310,000);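 active = fluorescence ratio B-score, a plate-corrected score, at least three library SD, with initial intensity B-score within 5 SD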
# Target sequence (P51787 whole entry, looked up): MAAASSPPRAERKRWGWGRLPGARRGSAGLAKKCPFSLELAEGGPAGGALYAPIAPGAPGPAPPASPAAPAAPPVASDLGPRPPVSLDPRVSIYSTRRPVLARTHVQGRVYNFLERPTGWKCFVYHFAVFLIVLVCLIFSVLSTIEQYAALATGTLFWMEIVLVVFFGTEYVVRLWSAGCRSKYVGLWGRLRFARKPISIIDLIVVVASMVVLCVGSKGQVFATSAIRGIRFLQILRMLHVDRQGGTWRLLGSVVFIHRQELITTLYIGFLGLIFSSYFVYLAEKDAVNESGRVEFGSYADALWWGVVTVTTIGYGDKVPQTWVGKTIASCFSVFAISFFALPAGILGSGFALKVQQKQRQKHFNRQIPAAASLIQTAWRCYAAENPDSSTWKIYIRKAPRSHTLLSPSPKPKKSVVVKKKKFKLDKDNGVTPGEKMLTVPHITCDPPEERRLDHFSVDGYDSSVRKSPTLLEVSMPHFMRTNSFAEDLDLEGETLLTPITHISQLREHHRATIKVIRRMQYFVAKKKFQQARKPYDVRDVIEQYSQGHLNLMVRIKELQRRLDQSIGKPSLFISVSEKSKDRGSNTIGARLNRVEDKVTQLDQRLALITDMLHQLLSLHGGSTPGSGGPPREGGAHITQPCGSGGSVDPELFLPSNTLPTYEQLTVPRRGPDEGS
#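 System: Stable KCNQ1 CHO-K1 line | Incubation: 90 min dye loading and 20 min compound exposure, both at room temperature | Measure: Ratio B score | Medium: Assay buffer for compound exposure, DMSO matched across wells | Compound dosing: Single-concentration screen | Probe or stimulus: K+/Tl+ depolarizing stimulus | Measured by: Kinetic FluxOR fluorescence, 10 s baseline plus 110 s post-stimulus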
# KCNK3 block: human KCNK3 channel inhibitors, primary screen, CHO cells, FluxOR thallium flux, B-score | actives 0.84% (n = 340,000) | B-score at 10 µM | FluxOR fluorescence; stronger effect = lower value | AID 602410, 2012;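 active = B-score under library mean minus 4 SD, starting fluorescence ratio at most library mean plus 5 SD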;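 note: more negative B-score means stronger inhibition of thallium flux through KCNK3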
# RGS4 pot: RGS4 potentiators or activators, primary screen, cell-based, HEK293 M3R inducible RGS4, calcium flux; carbachol calcium flux Fluo4; stronger effect = lower value; B-score at 10 µM; actives 0.92% (n = 310,000);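 active = B-score of the integrated calcium signal more than 4 SD below the library mean, with starting fluorescence not abnormally high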;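 note: negative B-score means reduced calcium response which marks RGS4 activation or potentiation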
#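 Also added: carbachol at ECmax as muscarinic agonist stimulus; Assay system: HEK293 cells with stable M3R and inducible RGS4; Timing: overnight RGS4 induction, 30 min dye load 37 °C, 20 min compound RT; Measured by: Fluo4-AM (2 µM) calcium-flux fluorescence, kinetic read.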
# KCNQ1 block: inhibitors of human KCNQ1 channel, primary screen, cell-based, thallium flux, high-throughput. Potassium voltage-gated channel subfamily KQT member 1 (Homo sapiens), P51787. CHO-K1 KCNQ1, FluxOR thallium flux fluorescence; stronger effect = higher value. B-score at 10 µM. actives 1.3% (n = 310,000);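 active = compounds whose thallium flux B-score, printed positive for inhibition, exceeds three library SD while starting fluorescence stays within three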;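 note: channel opened by potassium depolarization with thallium stimulus after 20 min compound exposure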
# SKKanGAS inh: S. pyogenes SKKanGAS growth inhibitors in kanamycin, primary screen, streptokinase expression inhibitor project, SKKanGAS strain, BacTiter-Glo luminescence; 6 h; inhibition, % at 7.5 µM; actives 1.3% (n = 300,000); AID 1662, 2009;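 active = mean replicate score, as percent of positive control median, at least 50; inconclusive = mean below 50 but one replicate at or above 50; inactive = mean and every replicate below 50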;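 note: strain carries kanamycin resistance gene driven by streptokinase promoter and grows in 40 µg/ml kanamycin; loss of luminescence reflects streptokinase promoter inhibition or plain growth inhibition; 0% = median of DMSO wells and 100% = positive control at its reference dose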
# KCNK9 inh: KCNK9 potassium channel inhibitors, primary screen, HEK293 cells, thallium flux; actives 1.2% (n = 310,000); Potassium channel subfamily K member 9 (Homo sapiens), Q9NPC2; B-score at 10 µM; FluxOR thallium flux fluorescence; stronger effect = lower value;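 active = ratio B-score over 3 SD below the library mean, with starting fluorescence within 5 SD of its mean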;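 note: negative B-score means less thallium flux so channel inhibition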
# ANO1 block: TMEM16A chloride channel inhibitors, primary screen, cell-based, HTS; HEK293 TMEM16A/YFP iodide influx fluorescence, ionomycin; actives 1.2% (n = 310,000); Anoctamin-1 (Mus musculus), Q8BHY3; normalized B-score (activity score, 25-100; higher = stronger inhibition) at 10 µM; AID 588511, 2011;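 active = ratio plate-corrected score three or more library SD toward inhibition, starting fluorescence score within five deviations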;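 note: score derived from kinetic fluorescence span divided by baseline fluorescence per well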
# hERG protect: hERG rescue from dofetilide block, primary screen, cell-based, CHO-hERG, FluxOR thallium flux, dofetilide IC70; activation (rescue from dofetilide block), less the hit threshold, % at 10 µM; AID 1511, 2009; dofetilide IC70 present; Voltage-gated inwardly rectifying potassium channel KCNH2 (Homo sapiens), Q12809; actives 0.51% (n = 310,000);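 active = activation above the mean of controls blocked by dofetilide plus 5 SD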;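 note: thallium influx through hERG after potassium depolarization seen as dye fluorescence rise; in these data hits start at about 4.7%; inactives centre near -7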
# TMEM16A act: TMEM16A chloride channel activators or potentiators, primary screen, cell-based, HTS; Anoctamin-1 (Mus musculus), Q8BHY3; HEK293 TMEM16A/YFP-H148Q/I152L, iodide quench fluorescence; stronger effect = lower value; B-score at 10 µM; actives 0.3% (n = 340,000); AID 623877, 2012;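 active = fluorescence-ratio B-score plate-corrected deviation score at least 3 library SD below zero, with starting fluorescence score within 5 deviations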;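 note: channel opened by trigger with iodide after compound preincubation; score built on the fluorescence ratio of max minus min over baseline; more negative score means more quench and so TMEM16A activation or potentiation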
# * = called active by the depositor; i = inactive; ? = inconclusive; · = not tested or not shown.
SMILES,HDAC3 inhib,RGS4 block,KCNQ1 act,KCNK3 block,RGS4 pot,KCNQ1 block,SKKanGAS inh,KCNK9 inh,ANO1 block,hERG protect,TMEM16A act
COc1ccc(CN(C)C(=O)c2cc(S(=O)(=O)N3CCOCC3)ccc2N2CCCC2)cc1,0.3,i,i,i,i,i,-1.5,i,i,-12.6,i
CCOC(=O)N1CCC(N2Cc3cccc(C(=O)Nc4cc(F)ccc4F)c3C2=O)CC1,-2.0,i,i,i,i,i,22.1,i,i,-9.0,i
Cc1cc2cc(CNC(=S)Nc3ccc(OC(F)(F)F)cc3)ccc2[nH]1,-0.8,i,i,i,i,i,-6.3,i,i,-12.4,i
COc1ccc(NC(=O)c2sc3ncn(CC(=O)N4CCN(c5ccccn5)CC4)c(=O)c3c2C)c(OC)c1,-5.9,i,i,i,i,i,15.1,i,25*,-8.6,i
CCCCCN(C(=O)CCC(=O)OCC(=O)N1CCCCC1)c1c(N)n(CCCC)c(=O)[nH]c1=O,-1.1,i,i,i,i,i,0.3,i,i,-12.7,i
CCCN1C(=O)/C(=C/c2cc(C)n(C)c2C)SC1=Nc1ccc(OCC)cc1,2.2,i,i,i,i,i,-0.8,i,i,-2.7,i
C=CCc1cccc2cc(C(=O)NNC(=O)c3ccncc3)c(=O)oc12,2.5,i,i,i,i,i,1.5,i,i,-3.7,i
O=[N+]([O-])c1ccccc1S(=O)(=O)N1CCN(C2CCCC2)CC1,1.6,i,i,i,i,i,4.8,i,i,-0.2,i
Cc1c(C(N)=O)sc2ncn(CCOc3ccccc3)c(=O)c12,-9.9,i,i,i,i,i,2.7,i,i,-15.4,i
COc1ccc(/C=N/NC(=O)C(N)=O)c(OC)c1OC,-7.1,i,i,i,i,i,-14.0,i,i,-11.2,i
COc1cccc(C(C(=O)NC2CCCCC2)N(CC2CCCO2)C(=O)CNC(=O)c2ccco2)c1 (configuration not stated),-3.8,i,i,i,i,i,3.6,i,i,-8.0,i
Cc1ccc2c(c1)N(C(=O)CCC(=O)N1CCc3ccccc3C1)CCO2,3.0,i,i,i,i,i,4.7,i,i,-6.6,i
CC(C)Nc1nc(NC(C)C)nc(N(C)N)n1,2.0,i,i,i,i,i,56.4*,i,i,-9.5,i
CC(C)Cc1ccc(C(C)C(=O)Nc2ccc(O)cc2)cc1 (configuration not stated),5.0,i,10*,i,i,i,-6.2,i,100*,-10.8,i
Cc1cccc(-n2c(-c3ccco3)n[nH]c2=S)c1,-12.8,i,i,i,i,i,23.2,i,i,-5.6,i
C=CCn1c(SCC(=O)Nc2ccc3c(c2)CCC3)nnc1-c1cccs1,5.2,i,i,i,i,i,2.6,i,i,-2.8,i
Cc1ccc(S(=O)(=O)N(C)CC(=O)N2CCN(Cc3ccccc3)CC2)cc1,-3.8,i,i,i,i,i,-12.4,i,i,-2.2,i
COc1ccc(CNC(=O)c2c(C)nc3ccccn23)cc1,-3.9,i,i,i,i,i,-1.7,i,i,-6.8,i
Cc1ccc2c(c1)C1(OCCCO1)C(=O)N2CC(=O)NN,7.8,i,i,i,i,i,7.1,i,i,-6.9,i
O=C(Nc1ccccc1Cl)N1CCN(C/C=C/c2ccccc2)CC1,0.3,i,i,i,i,i,-14.0,i,i,-5.0,i
CC(C)(Oc1ccc(Cl)cc1)C(=O)O/N=C(\N)c1ccncc1,-6.7,i,i,i,i,i,1.5,i,i,-7.6,i
Cc1ccc(C=Nc2ccccc2C(N)=O)o1,-12.0,i,i,i,i,i,7.8,i,i,-3.9,i
CN1CCC(=O)N([C@H](CO)Cc2ccccc2)CC1,7.1,i,i,i,i,i,0.4,i,i,-4.5,i
COc1ccc(C)cc1S(=O)(=O)N1CCN(S(=O)(=O)c2cc(C(=O)O)ccc2C)CC1,3.9,i,i,i,i,i,6.6,i,i,-8.2,i
Cc1nc2cc(-c3ccccc3)nn2c(C)c1CCC(=O)NCc1ccco1,-7.4,i,i,i,i,i,-1.6,i,i,-8.3,i
Cc1cc(C(C)(C)C)n2nc(C)c(-c3ccccc3)c2n1,-8.1,i,i,i,i,i,-1.6,i,i,-5.2,i
O=S(=O)(c1ccccc1)N1CCN(c2ncnc3sc(-c4ccccc4)cc23)CC1,·,i,i,i,i,i,-15.0,i,·,-11.7,i
COC(=O)c1ccccc1NC(=O)C1CCN(C(=O)c2ccc(OC)cc2)CC1,5.7,i,i,i,i,i,-7.6,i,i,-7.4,i
C/C=C\C=C/C(=O)Nc1cccc(C2=NOC3(C2)C[C@@H](C(N)=O)N(C(=O)/C=C/C=C\C)C3)c1 (some centres not stated),21.1,i,i,i,i,i,10.1,i,i,-14.7,i
CC(=O)c1ccc(NC(=O)CN2CCOCC2)cc1,5.4,i,i,i,i,i,3.4,i,i,-12.3,i
COc1ccc(COc2ccc3c(C)cc(=O)oc3c2)cc1,-4.8,i,i,i,i,i,18.1,i,i,-2.6,i
O=c1c(C(c2ccc(F)cc2)c2c(O)nc3n(c2=O)CCS3)c(O)nc2n1CCS2,0.3,i,i,i,i,i,-0.3,i,i,-6.8,i
Cc1ccc2nc(CNC(=O)C3CCC(=O)N(Cc4ccccc4F)C3)cn2c1 (configuration not stated),-9.6,i,i,i,i,i,-2.1,i,i,-11.4,i
O=C(NCc1cccs1)C1CCN(S(=O)(=O)c2ccc(Br)s2)CC1,2.8,·,·,i,·,·,-1.0,·,i,·,i
CCOc1ccccc1N(C)C(=O)Cn1ncc2c([nH]c3ccc(C)cc32)c1=O,4.0,i,i,i,i,i,-3.3,i,i,-6.3,i
COc1ccc(C(=O)CSc2nnc(-c3ccco3)c(-c3ccco3)n2)cc1,·,i,i,i,i,i,-3.2,i,·,-15.6,i
CCC(=O)Nc1ccc(F)c(Cl)c1,-0.8,i,i,i,i,i,-6.9,i,i,-3.3,i
CCOc1ccc(NC(=O)CSc2nc3nc(C)cc(C)n3n2)cc1,·,i,i,i,i,i,-1.1,i,i,-7.7,i
O=C(NCc1ccco1)c1n[nH]c(=O)c2ccccc12,-1.8,i,i,i,i,i,-1.2,i,i,-6.1,i
Cc1cc(NC(=O)CN2CCN(C)CC2)no1,-4.0,i,i,i,i,i,1.8,i,i,-6.9,i
O=C(NCCc1ccccc1)c1nc2c(nnn2Cc2ccccc2Cl)c(=O)[nH]1,?,i,i,i,i,i,32.6,i,i,-9.9,i
CC(Oc1ccccc1)C(=O)N1CCCc2ccccc21 (configuration not stated),?,i,i,i,i,i,·,i,i,-9.4,i
C=CCOC(=O)COc1ccc2c(C)c(C)c(=O)oc2c1,-25.1,i,i,i,i,i,8.2,i,i,-9.1,i
O=C(Nc1ccc2c(c1)OCO2)C1CC(c2ccccc2Cl)=NO1 (configuration not stated),0.2,i,i,i,i,i,-0.9,i,i,1.8,i
Cc1ccc(N2NC(=O)/C(=C\c3cc4c(cc3[N+](=O)[O-])OCO4)C2=O)cc1C,12.5,25.6*,i,i,i,i,11.4,i,i,-6.6,i
CN(C(=O)CCc1nnc(CCCCc2ccccc2)o1)C1CC(C)(C)NC(C)(C)C1,-4.6,i,i,i,i,i,1.9,i,i,-15.7,i
CCOC(=O)Cc1nnc(NC(=O)c2ncn[nH]2)s1,7.9,i,i,i,i,i,2.4,i,i,-16.9,i
CCCC(CCC)c1nnc(NC(=O)c2ccco2)s1,-1.8,i,i,i,i,i,-4.0,i,i,0.5,i
CCc1c(O)nc(SCC(N)=O)n(-c2ccccc2F)c1=O,-0.4,i,i,i,i,i,-6.9,i,i,-11.4,i
CCOC(=O)C(C)Sc1nnc(NC(=O)c2cccc([N+](=O)[O-])c2C)s1 (configuration not stated),3.1,i,i,i,i,i,10.4,i,i,-12.7,i

# New compounds follow.
SMILES,HDAC3 inhib,RGS4 block,KCNQ1 act,KCNK3 block,RGS4 pot,KCNQ1 block,SKKanGAS inh,KCNK9 inh,ANO1 block,hERG protect,TMEM16A act
O=C(COc1ccc(Cl)cc1[N+](=O)[O-])N1CCCCC1,5.9,i,i,i,i,i,-5.1,i,i,-5.9,i
CN(C)CCCO/N=C(\c1ccccc1)c1ccncc1,0.1,i,i,i,i,i,2.8,i,i,-10.5,i
Cn1c2ccccc2c2c(C(=O)N3CCN(c4ccc(F)cc4)CC3)cn(C3CCCC3)c(=O)c21,11.9,i,i,i,-7.18*,i,44.3,i,i,-7.6,i
Cc1ccc(-n2ncc3c(=O)n(CC(=O)N4CCCCCC4)cnc32)cc1,-2.2,i,i,i,i,i,-4.3,i,i,-8.3,i
N=c1c(C(=O)NCc2ccccc2)cc2c(=O)n3ccccc3nc2n1Cc1ccco1,-9.7,i,i,i,i,i,3.0,i,i,-10.2,i
NNC(=O)CC(=O)NC1(Cc2ccc(O)cc2)CCCCC1,-1.7,i,i,i,i,i,-1.3,i,i,-8.5,i
Cc1ccc2c(C)c(C(=O)N(C)Cc3ccncn3)oc2c1C,2.2,i,i,i,i,i,5.7,i,i,-10.2,i
CC1CC(C)CN(c2ccc(S(=O)(=O)N3CCOCC3)cc2)C1 (configuration not stated),-0.9,i,i,i,i,i,-2.7,i,i,-7.9,i
CC(=O)Nc1ccc(-c2cc(-c3ccccc3)nc(-c3ccccc3)n2)cc1,3.7,i,i,i,i,i,0.6,i,i,0.1,i
O=C(COC(=O)CN1C(=O)COc2ccccc21)NC1CCCCC1,3.6,i,i,i,i,i,-2.9,i,i,-9.3,i
CCCc1cc(=O)oc2c(C)c(OCC(=O)N3CCC(C(=O)O)CC3)ccc12,-18.2,i,i,i,i,i,2.3,i,i,-4.1,i
